# Insulin prom inh – TRM-6 insulin promoter activity inhibition | TRM-6 cells (human fetal islet line), insulin promoter-eGFP reporter, imaging; reporter expression induced with tamoxifen | inhibition, % at 2 µM | 130,000 compounds, 0.9% hits | AID 1273;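 active = inhibition above the mean plus 3 SD, with well images judged a real hit on visual review, cut at about 60% in these data, passing the limit was not always enough; inconclusive = inhibition over the cutoff but images rejected on review; inactive = inhibition not above the cutoff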
# SDO1 yeast rescue – restores growth of sdo1-depleted yeast; S. cerevisiae sdo1-depleted JHY4D growth rescue, OD600 30 h; stronger effect = higher value; pdr5 snq2 efflux-pump mutant strain; z-score at 10 µM; AID 817; 140,000 compounds, 0.21% hits;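 active = z-score above 3 at both the 24 hr and the 30 hr optical density reads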;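 also: z-score against mean and SD of all compound wells on the same plate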
# SDO1 yeast rescue Rescue 24 h – further read-out of SDO1 yeast rescue, marked with its call; z-score; S. cerevisiae sdo1-depleted JHY4D growth rescue, OD600; measured here: growth rescue at 24 h;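 0 is the plate mean of compound wells and units are plate SD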
# An asterisk follows results filed as active; ? = inconclusive; nt = not tested or not shown. Compounds as they come; overall some 0.92% were active at least once.
SMILES,Insulin prom inh,SDO1 yeast rescue,SDO1 yeast rescue Rescue 24 h
CCOC(=O)C1C(=O)C=C(c2ccc(C)cc2)CC1c1ccc([N+](=O)[O-])cc1 (configuration not stated),nt,-0.34,0.29
Cc1nc(NC(=O)COC(=O)c2ccc(S(=O)(=O)N3CCc4ccccc4C3)cc2)c(Cl)cc1Cl,-17.6,nt,nt
CCc1c(C)sc2nc(C(C)C)nc(SCC(=O)N3CCc4ccccc4C3)c12,29.2,-0.76,-0.4
CC(C)Cc1nnc(NC(=O)c2ccncc2)s1,24.2,-0.2,-0.21
O=C(CSc1nc2ccc(Cl)cc2[nH]1)NC1CCCc2ccccc21 (configuration not stated),-92.9,-1.49,-1.19
COc1cc(/C=N/NC(=O)Nc2ccccc2)ccc1OCCOc1ccccc1C,43.5,0.15,1.25
COc1ccc(CNC(=O)CCNS(=O)(=O)c2ccc(Cl)cc2)cc1,-25.0,nt,nt
O=C(O)CC1C(=O)NCCN1Cc1ccc(F)c(F)c1 (configuration not stated),nt,-0.28,0.54
Cc1ccc(NC(=O)CN(C)Cc2nc3ccccc3c(=O)[nH]2)c(Br)c1,-16.7,-1.21,-0.09
CCOC(=O)C1CCN(c2nc(-c3ccc(C)cc3)nc3ccccc23)CC1,-16.7,nt,nt
CC(Sc1nnc(NC(=O)c2cc3ccccc3oc2=O)s1)c1ccccc1 (configuration not stated),nt,0.04,1.47
O=C(NCCn1ccc2ccccc21)C1CCCCC1,nt,-0.74,-0.76
CCOC(=O)c1sc(C)c(C(=O)NC2CCCCC2)c1N,-38.5,0,-0.14
Cn1c(=S)[nH]c2cccnc21,22.6,1.34,1.13
CCCCCCNC(=O)c1c(O)c2ccccc2[nH]c1=O,-18.2,-1.18,-0.46
Cc1ccccc1S(=O)(=O)Cc1ccc(C(=O)NC(C)c2ccc3c(c2)OCCO3)o1 (configuration not stated),nt,-1.02,-1.05
Cc1cc(/C=N/n2cnnc2)c(C)n1-c1cc(Cl)ccc1Cl,0.0,-0.67,-1.69
Cc1ccccc1-n1c(SCc2c(C)noc2C)nnc1-c1ccncc1,-48.0,-0.52,-0.7
CC12CS(=O)(=O)CC1SC(=S)N2c1ccccn1 (configuration not stated),-121.4,1.5,1.89
COc1cc(/C=C(\C#N)c2ccccn2)ccc1OCc1ccccc1,nt,-0.63,0.37
Nn1c(SCc2cn3ccsc3n2)nnc1-c1ccncc1,25.9,1.15,1.53
CCOc1ccccc1NC(=S)/C(=C(\[O-])c1ccc2c(c1)OCCO2)[n+]1ccc(CC)cc1,nt,-1.03,-1.47
S=C(Nc1ccc(Cl)cc1)NC1CCN(Cc2ccccc2)CC1,-5.9,0.5,1.89
CCOC(=O)Cn1c(C)nc2ccccc21,nt,-0.2,-0.33
O=C(CSc1nc(-c2cccs2)cc(C(F)(F)F)n1)NCCCn1ccnc1,33.3,-0.18,-0.23
Cc1ccc2cc(C#N)c(N3CCCN(C(=O)C4CCCO4)CC3)nc2c1C (configuration not stated),-28.1,-1.47,-0.95
COc1ccc2c(c1)O[C@H](c1ccc3c(c1)OCO3)[C@@H](OC(=O)N[C@H]1CCCc3ccccc31)C2=O,23.8,0.15,-0.17
CC(=O)N1[C@@H]2CC3C4CC=C5C[C@@H](O)CC[C@]5(C)C4CC[C@]3(C)[C@@]21C(C)=O (some centres not stated),-24.1,-1.09,-0.65
CCOC(=O)N1CCN(CC(=O)Nc2ccc(F)cc2F)CC1,35.7,nt,nt
CCN(CC)CCOC(=O)C1(c2ccc(OC)c(OC)c2)CCCC1,15.2,0.03,-0.44
COc1cc(/C=N/n2cnnc2)ccc1OCc1ccccc1,22.2,-0.46,-0.92
Cc1nc2cc(C(=O)OCC(=O)Nc3ccc(C#N)cc3)ccc2n1-c1ccccc1,-13.7,-0.81,0.46
Cc1ccc(NC2CC(=O)N(CCc3ccccc3)C2=O)cc1 (configuration not stated),23.3,0.56,1.12
COc1ccc(-c2cn3ccccc3n2)cc1[N+](=O)[O-],25.7,1.1,1.03
CCOC(=O)N1CCC(NC(=O)c2cc3ccccn3n2)CC1,nt,0.25,-0.14
CC1(C(=O)NNC(=S)NCc2ccco2)CC1(Cl)Cl (configuration not stated),28.6,nt,nt
Cc1ccc(C=Nc2cc([N+](=O)[O-])ccc2C)s1,13.9,0.47,0.2
COC(=O)[C@@]1(Cc2ccc(OC)cc2)[C@@H]2[C@@H](CC(=O)[C@H]2CC(=O)C(=O)N(C)C)CN1C(=O)c1ccccc1,15.0,0.12,-0.25
O=C(NCC1CCCO1)c1c(O)c2cccc3c2n(c1=O)CC3 (configuration not stated),-53.9,-1.27,-0.49
Cc1c(C(=O)NN)nn(-c2ccc(Cl)cc2)c(=O)c1C#N,0.0,nt,nt
COC(=O)C(NC(=O)c1ccc(OC)cc1)(Nc1ncc(S(=O)(=O)c2ccc([N+](=O)[O-])cc2)s1)C(F)(F)F (configuration not stated),-10.0,-0.06,-0.12
CC(OC(=O)c1cccnc1SCc1cc(=O)n2ccccc2n1)c1ccccn1 (configuration not stated),-23.9,0.87,1.14
O=C(NCc1ccccc1)c1nc2c(nnn2Cc2cccc(Cl)c2)c(=O)[nH]1,-51.7,-0.6,-0.87
CCS(=O)(=O)c1ccc(O)c(NC(=O)COc2ccc(C)cc2)c1,-6.1,0.48,-0.12
O=[n+]1c2c(n([O-])c3cc(Br)ccc31)CCCC2,-17.9,1.06,1.79
O=C(O)/C=C/c1ccccc1Oc1ccccc1,nt,0.05,-0.56
CCOC(=O)Nc1sc2c(c1C#N)CCCC2,0.0,-0.04,-0.25
COc1cccc(-c2nc3sc4c(c3c(=O)[nH]2)CCCCC4)c1,-14.3,-0.73,0.14
Cc1cc(NC(=O)CSc2nnc(-c3ccc(S(=O)(=O)N4CCCC4)cc3)n2C)no1,nt,0.08,-0.32
NC(=O)COC(=O)CCCc1c[nH]c2ccccc12,?,0.51,0.13
Cc1ccc(C(=O)C2(C)C3c4cc(Br)ccc4OC(=O)C32C(=O)c2ccco2)cc1 (configuration not stated),14.3,-0.82,0.5
Oc1ccc(Nc2nc(Cl)nc(NCc3ccco3)n2)cc1,20.0,-0.52,-0.42
O=C(/C=C/c1ccco1)Nc1ccc(C(=O)N2CCOCC2)cc1,9.4,-0.56,-0.94
COc1cc(NC(=O)NCc2ccncc2)cc(OC)c1OC,nt,-0.68,-0.88
CC(=O)c1cccc(NC(=O)COC(=O)c2ccc(S(C)(=O)=O)c([N+](=O)[O-])c2)c1,28.6,nt,nt
OC(CN1c2ccccc2Sc2ccccc21)Cn1nnc2ccccc21 (configuration not stated),nt,-0.79,-2.11
CCCCNS(=O)(=O)c1ccc(S(=O)(=O)NCc2ccncc2)cc1,-37.1,0.51,0.24
CCC(=O)Nc1sc(C(=O)N2CCCCC2)c(C)c1C#N,nt,1.12,0.36
COc1ccc(NC(=O)c2ncn[nH]2)cc1,21.6,0.81,0.45
Cc1ccc(S(=O)(=O)NC(C(=O)Oc2ccc3c(C(F)(F)F)cc(=O)oc3c2)c2ccccc2)cc1 (configuration not stated),25.9,-0.7,-0.79

# The results go on:
SMILES,Insulin prom inh,SDO1 yeast rescue,SDO1 yeast rescue Rescue 24 h
O=C1C(Cc2ccccc2)C(c2ccccc2)N1c1ccccc1 (configuration not stated),nt,-0.92,-0.33
COc1ccccc1C(=O)OCC(=O)Nc1ccc(Cl)cn1,-88.9,nt,nt
COc1ccc(-n2nc(C(=O)NCC(=O)N3CCN(c4ccccn4)CC3)c3ccccc3c2=O)cc1Cl,-35.0,nt,nt
CSc1nc2sc3c(c2c(=O)[nH]1)CCC(C)C3 (configuration not stated),18.2,0.28,0.79
O=C(O)c1ccc(Cn2cnc3scc(-c4ccccc4)c3c2=O)cc1,-76.5,nt,nt
CN(C)S(=O)(=O)c1cc(C(=O)NCc2ccccc2)c(Cl)cc1Cl,-76.5,nt,nt
CCC(C)NC(=O)/C=C/c1cccs1 (configuration not stated),13.8,2.8,0.79
CSc1ccc(CN(C)CC(=O)NC(=O)NC(C)(C)C)cc1,nt,-0.22,-0.3
Cc1ccc(S(=O)(=O)NCc2ccc(C(=O)NCCCN3CCN(C)CC3)cc2)cc1,nt,0.97,0.64
Nc1ccc(C(=O)OCC(=O)Nc2ccc([N+](=O)[O-])cc2C(F)(F)F)cc1,nt,0.64,0.7
O=S(=O)(Nc1ccn(-c2ccccc2)n1)c1ccc(Br)cc1,-8.3,-1.39,-0.57
CC1CC(C)CN(C(=O)Cc2c(C(=O)O)[nH]c3ccc(Cl)cc23)C1 (configuration not stated),-80.0,nt,nt
COc1cc(/C=c2\sc3n(c2=O)CCCN=3)ccc1O,8.6,0.28,-0.3
Nc1nncn1C(=O)CCCN1C(=O)c2ccccc2C1=O,-268.8,0.01,-0.61
Cc1ccc2[nH]c(=O)c(CN(CC3CCCO3)C(=S)Nc3ccccc3)cc2c1 (configuration not stated),-76.9,-1.12,-0.73
COc1ccccc1N1CCN(CC(=O)NCC2CCCO2)CC1 (configuration not stated),6.2,0.53,0.32
Cc1ccc(C(=O)CSc2nc3ccccc3c(=O)[nH]2)cc1C,-73.3,nt,nt
COCCN(C(=O)CN1CCN(S(=O)(=O)c2ccc(F)cc2)CC1)c1c(N)n(Cc2ccccc2)c(=O)[nH]c1=O,-76.9,0.95,-0.4
COCCCNC(=O)CSc1c2c(nc3ccc(Cl)cc13)CCCC2,0.0,nt,nt
Nc1nonc1-c1nc2ccccc2n1Cc1ccc(F)cc1Cl,-31.2,0.08,0.74

# Gathered by group, those above containing an aryl thioether with sulfur outside any ring
SMILES,Insulin prom inh,SDO1 yeast rescue,SDO1 yeast rescue Rescue 24 h
CCc1c(C)sc2nc(C(C)C)nc(SCC(=O)N3CCc4ccccc4C3)c12,29.2,-0.76,-0.4
O=C(CSc1nc2ccc(Cl)cc2[nH]1)NC1CCCc2ccccc21 (configuration not stated),-92.9,-1.49,-1.19
CC(Sc1nnc(NC(=O)c2cc3ccccc3oc2=O)s1)c1ccccc1 (configuration not stated),nt,0.04,1.47
Cc1ccccc1-n1c(SCc2c(C)noc2C)nnc1-c1ccncc1,-48.0,-0.52,-0.7
Nn1c(SCc2cn3ccsc3n2)nnc1-c1ccncc1,25.9,1.15,1.53
O=C(CSc1nc(-c2cccs2)cc(C(F)(F)F)n1)NCCCn1ccnc1,33.3,-0.18,-0.23
CC(OC(=O)c1cccnc1SCc1cc(=O)n2ccccc2n1)c1ccccn1 (configuration not stated),-23.9,0.87,1.14
Cc1cc(NC(=O)CSc2nnc(-c3ccc(S(=O)(=O)N4CCCC4)cc3)n2C)no1,nt,0.08,-0.32
CSc1nc2sc3c(c2c(=O)[nH]1)CCC(C)C3 (configuration not stated),18.2,0.28,0.79
CSc1ccc(CN(C)CC(=O)NC(=O)NC(C)(C)C)cc1,nt,-0.22,-0.3
Cc1ccc(C(=O)CSc2nc3ccccc3c(=O)[nH]2)cc1C,-73.3,nt,nt
COCCCNC(=O)CSc1c2c(nc3ccc(Cl)cc13)CCCC2,0.0,nt,nt

# (further entries)
SMILES,Insulin prom inh,SDO1 yeast rescue,SDO1 yeast rescue Rescue 24 h
Nc1c(Cl)ncnc1N1CCCC1,6.7,nt,nt
CC(C)(C)c1ccc(/C=C/C(=O)NC2=NCCS2)cc1,-13.5,-1.66,-1.61
O=C(Cn1nnc(-c2ccc(Cl)cc2)n1)NCCC1=CCCCC1,nt,-1.33,0.05
O=C(O)/C=C/C(=O)Nc1ccccc1C(=O)OCC(=O)c1ccc2c(c1)OCCO2,55.6,nt,nt
Cc1ccc(N/N=C(\Cc2nc3ccccc3[nH]2)c2ccccc2)cc1,-177.4,-1.63,-1.08
COc1ccc(/C=C/C(=O)ONC2=NCCCCC2)cc1OC,6.7,nt,nt
CS(=O)(=O)c1ccc2nc(NC(=O)CC3CCCC3)sc2c1,nt,-0.79,-0.82
COc1ccc(Oc2nccc(-c3ccccc3)c2C#N)cc1,-4.4,-1.36,-1.52
CCCn1c(SCC(=O)Nc2ccc(C(=O)Nc3ccccc3OC)cc2)n[nH]c1=O,-6.7,nt,nt
O=C(Cn1cccc1)NCc1cccs1,nt,1.2,1.33
Cc1ccc(S(=O)(=O)NC(C)CCc2ccccc2)cc1 (configuration not stated),-16.7,-0.59,-0.34
CCSC1=N/C(=C\c2ccc3c(c2)OCO3)C(=O)S1,50.0,-0.74,-0.52
O=C(Nc1ccc(Oc2ccccc2)cc1)C1CCN(c2ncccn2)CC1,-6.5,1.03,0.81
CN1CCN(c2ccccc2NC(=O)c2c(F)cccc2F)CC1,38.9,nt,nt
Cc1ccc(CNC(=O)CN(C)S(=O)(=O)c2cnc[nH]2)cc1,7.1,1.37,1.13
COc1cc2[nH]c(=S)n(CCN3CCOCC3)c(=O)c2cc1OC,0.0,0.36,1.1
CCN(CC)CCN(Cc1cc2cc3c(cc2[nH]c1=O)OCCO3)C(=O)NC1CCCCC1,nt,1.31,1.07
O=C(Cc1ccc(F)cc1)NCC1CCCO1 (configuration not stated),-6.7,nt,nt
O=C(NC12CC3CC(CC(C3)C1)C2)C1CC(=O)N(c2ccc(Br)cc2)C1 (configuration not stated),-46.4,-0.65,0.03
Cc1[nH]c2ccccc2c1/C=N\NC(=O)CNc1ccc2c(c1)OCO2,-6.7,-0.1,-1.34
Cc1cccc(NS(=O)(=O)c2ccc3c(c2)NC(=O)CC(=O)N3)c1,22.2,nt,nt
O=C(CSc1ncc(-c2ccccc2)n1C1CCCC1)N1CCc2ccccc21,-10.0,-0.8,-0.14
COc1ccccc1-c1coc2c(CN3CCN(C)CC3)c(O)ccc2c1=O,-22.9,-0.03,-0.76

# Screens: PubChem BioAssay, several laboratories
